From PubChem
GalR3 antagonist = antagonists of human GalR3; AID 651719; actives 0.44% (n = 360,000); inhibition, % at 3 µM; O60755; HEK293 GalR3-CNG cAMP membrane potential fluorescence; galR3 body fused to GalR1 C-terminus;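 active = inhibition above the screen-wide average plus 3 SD, cut at about 13% in these data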;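 note: forskolin and galanin both at EC90 stimulate the cells; cAMP rise reported by CNG channel membrane potential dye signal; 0% = forskolin plus galanin with DMSO and 100% = forskolin alone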
IDE cell activ = IDE (human) activation, cell-based; HEK cells, FAbeta-B cleavage, fluorescence polarization; 0% vehicle, 100% cell-free pure enzyme wells; activation, % at 5.96 µM; P14735; actives 0.073% (n = 340,000); AID 493087;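 active = activation above the mean of all tested compounds plus 3 SD, set per screening campaign, cut at about 17% in these data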
Target sequence (P14735 whole entry, looked up): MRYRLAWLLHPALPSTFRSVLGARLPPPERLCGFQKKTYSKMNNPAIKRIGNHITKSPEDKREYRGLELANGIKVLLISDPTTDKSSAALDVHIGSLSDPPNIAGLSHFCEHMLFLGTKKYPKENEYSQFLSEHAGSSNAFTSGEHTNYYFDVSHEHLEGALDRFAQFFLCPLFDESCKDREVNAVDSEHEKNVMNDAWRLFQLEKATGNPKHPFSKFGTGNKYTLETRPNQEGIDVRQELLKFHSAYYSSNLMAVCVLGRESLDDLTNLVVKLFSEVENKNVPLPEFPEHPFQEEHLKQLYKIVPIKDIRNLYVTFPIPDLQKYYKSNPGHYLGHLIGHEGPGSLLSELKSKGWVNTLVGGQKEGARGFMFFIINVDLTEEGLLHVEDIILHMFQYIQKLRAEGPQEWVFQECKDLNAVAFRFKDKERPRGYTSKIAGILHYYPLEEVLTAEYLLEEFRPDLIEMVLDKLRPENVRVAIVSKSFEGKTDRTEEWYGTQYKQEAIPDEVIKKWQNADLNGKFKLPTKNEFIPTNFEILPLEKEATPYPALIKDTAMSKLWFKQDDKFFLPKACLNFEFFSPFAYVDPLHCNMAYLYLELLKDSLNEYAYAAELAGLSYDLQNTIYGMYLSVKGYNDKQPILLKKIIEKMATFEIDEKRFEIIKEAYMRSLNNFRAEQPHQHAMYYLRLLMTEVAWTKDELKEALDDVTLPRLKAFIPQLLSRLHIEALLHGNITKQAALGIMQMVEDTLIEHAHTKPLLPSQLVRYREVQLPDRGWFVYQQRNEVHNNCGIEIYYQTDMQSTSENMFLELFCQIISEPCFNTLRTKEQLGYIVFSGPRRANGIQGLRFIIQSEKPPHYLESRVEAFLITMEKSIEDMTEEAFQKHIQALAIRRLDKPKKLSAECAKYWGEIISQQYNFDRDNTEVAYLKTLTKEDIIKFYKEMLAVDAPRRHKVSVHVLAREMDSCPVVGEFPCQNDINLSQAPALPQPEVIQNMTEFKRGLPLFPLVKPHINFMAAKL
NS3 helicase inh = HCV NS3 helicase inhibition; inhibition, % at 10.9 µM; NS3 helicase DNA unwinding, Cy5 molecular beacon fluorescence; actives 0.56% (n = 290,000);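 active = inhibition above the mean of all tested compounds plus 3 SD, set per campaign, cut at about 35% in these data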;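 note: 0% = DMSO wells and 100% = thioflavine S control wells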
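assay system = NS3 helicase fragment of HCV | buffer or medium = MOPS pH 6.5, MgCl2, DTT, Tween20, BSA | timing = 60 min unwinding reaction at 25 °C after ATP addition | signal = Cy5 beacon fluorescence read at start and 1 h | read-out basis = % inhibition of unwinding | control set = low DMSO, high thioflavine S at 110 µM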
IMP-1 inhibitor = blocks Pseudomonas aeruginosa IMP-1 metallo-beta-lactamase | actives 0.45% (n = 290,000) | purified IMP-1, nitrocefin hydrolysis, epi-absorbance fluorescence | inhibition, % at 5.6 µM;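 active = inhibition above the mean plus 3 SD of all compounds in the same screening run, cut at about 4.5% in these data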;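 note: 0% = IMP-1 with DMSO and 100% = DMSO wells lacking enzyme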
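Assay system: purified IMP-1; Quantity: IMP-1 0.2 nM before substrate addition; Medium: HEPES buffer pH 7.1 with ZnSO4 and Brij 35; Incubation: 15 min enzyme–compound preincubation, then 25 min nitrocefin reaction, 25 °C; Signal: fluorescence quenching readout, ex 480/em 530 nm; Controls: DMSO with and without IMP-1; Repeats: singlicate testing.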
p-CIP stab down = p/CIP protein destabilization; Q05BA5; F442A p/CIP-EGFP cells, EGFP fluorescence, 16 h; decrease of EGFP signal, % at 10 µM; actives 0.01% (n = 290,000);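 active = EGFP signal decrease of at least 30% at 10 µM or well 3 SD below plate mean, unless failing retest; inactive = the rest, including hits failing retest or dose response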; note: some compounds called inactive have numbers as strong as hits; many of its hits are not listed in these tables
IDE inh = cellular human IDE inhibition. P14735. HEK cells, FAbetaB cleavage, fluorescence polarization. inhibition, % at 5.59 µM. actives 0.41% (n = 320,000). AID 434962;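 active = percent inhibition above the average of all tested compounds plus 3 SD, set per screening campaign, cut at about 16% in these data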;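 note: IDE supplied by intact live HEK cells; FP after avidin binding of uncleaved biotin substrate so inhibition keeps polarization high; 0% = DMSO wells and 100% = 60 µM reference IDE inhibitor Ii1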
SUMO HTRF inh = inhibitors of human SUMOylation (UBC9) | HTRF SUMOylation assay, SAE1/SAE2 + UBC9, in vitro | inhibition, % at 35 µM | actives 0.36% (n = 290,000) | AID 2006; in the data active = inhibition above about 50%, passing the limit was not always enough; note: strong numbers were not always called active
CRFR2-BP antag = blocks CRF-induced signaling of the CRF-BP/CRF-R2 complex; AID 588475; actives 0.59% (n = 350,000); inhibition, % at 11.8 µM; HEK293 CRF-R2/CRF-BP, CRF-induced calcium fluorescence;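 active = inhibition of the ligand-induced calcium signal above about 50% at the single tested concentration, limit read from the data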
VIM-2 inh = blocks Pseudomonas aeruginosa VIM-2 metallo-beta-lactamase; purified VIM-2, nitrocefin hydrolysis, epi-absorbance fluorescence; inhibition, % at 5.6 µM; actives 0.89% (n = 290,000); AID 1527;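 active = inhibition above the mean of all tested compounds plus 3 SD, cutoff set per screening run, cut at about 7.5% in these data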;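 note: red hydrolysis product quenches plate fluorescence so inhibitors raise well fluorescence; 0% = enzyme with DMSO and 100% = DMSO without enzyme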
The depositor's hits bear a star; / = not tested or not shown.

IDE cell activ	NS3 helicase inh	IDE inh	GalR3 antagonist	p-CIP stab down	CRFR2-BP antag	SUMO HTRF inh	VIM-2 inh	IMP-1 inhibitor	canonical_smiles
8	0	-3	-4	-10	5	2	0.9	0.2	CN(C)S(=O)(=O)c1ccc(NC(=O)COC(=O)C2COc3ccccc3O2)cc1 (stereo not drawn)
-4	-3	-8	-3	-3	-2	7	-1.8	-1.1	CCN(C(=O)COC(=O)/C=C/c1cnc2ccccc2n1)C1CCS(=O)(=O)C1 (stereo not drawn)
2	-1	5	-7	4	-15	-31	-3.1	-1.9	CCOC(=O)c1c(C)[nH]c(C)c1C(=O)CSc1nc2ccccc2c(=O)n1-c1ccccc1C
2	12	-5	-6	0	-2	-4	-3.2	-1.4	O=C(Nc1nn(Cc2ccccc2F)cc1Br)c1cccs1
5	-6	3	2	2	2	1	-1.3	-1.5	O=C(Nc1ccc(COc2ccccc2)cc1)Oc1ccccc1N1CCOCC1
-5	-1	2	0	6	-7	2	-1.3	-2.4	CCn1c(SCc2ccc(C(=O)Nc3nccs3)cc2)nnc1-c1ccc(N)cc1
3	-2	-6	-5	0	-4	5	-0.7	-2.7	COc1ccc(NC2CCCN(C(=O)CCc3cn[nH]c3)C2)cc1 (stereo not drawn)
-4	/	2	-3	/	2	/	/	/	O=S(=O)(Nc1ccc(-c2ccc(N3CCOCC3)nn2)cc1)c1cc(Cl)ccc1Cl
4	7	0	-4	-6	9	8	-1.2	-1.4	CCCCC(=O)Nc1cc(C)c(NC(=O)c2cccs2)cn1
-3	-1	5	9	-8	-1	15	-0.6	-2.0	O=C(CSc1ccccn1)NCc1ccc2c(c1)OCO2
2	/	0	-2	/	1	/	/	/	O=C(/C=C/c1ccc([N+](=O)[O-])cc1)OCC(=O)c1ccc[nH]1
0	4	1	0	-10	-1	20	0.7	-0.2	COc1ccccc1CNC(=O)C1CCN(c2ncnc3c2nc2n3CCCCC2)CC1
4	2	8	-3	-8	21	7	-2.5	-0.6	Cc1ccc(NC(=O)CCC(=O)NNC(=O)c2cccc([N+](=O)[O-])c2)cc1C
3	7	-2	0	9	-35	16	-2.6	0.3	Cc1ccc(S(=O)(=O)NC(=O)c2cccc(Br)c2)cc1
-3	-3	-3	-5	-17	-6	-2	-0.1	-0.6	Cc1cc(NC(=O)C2CC(=O)N(c3ccc(F)cc3)C2)no1 (stereo not drawn)
0	/	3	-4	/	-7	/	/	/	Cc1ccc(CN2CC(C(=O)Nc3ccc(C)cn3)CC2=O)cc1 (stereo not drawn)
5	-27	0	-9	-4	-28	-7	-0.2	-2.5	O=C(c1cnn2c1NC(c1ccc(Br)cc1)CC2C(F)(F)F)N1CCN2CCCC2C1 (stereo not drawn)
1	/	0	-2	/	-1	/	/	/	COc1ccc(N2CC(C(=O)Nc3c(C(N)=O)oc4ccccc34)CC2=O)cc1 (stereo not drawn)
3	/	-1	-5	/	1	/	/	/	C[C@@H](NC(=O)c1nc[nH]c1C(=O)NCCCCCNC(=O)OC(C)(C)C)c1ccccc1
3	31	5	-5	-6	-21	11	0.7	-0.6	O=C(COc1ccc(Cl)cc1Cl)NC(=O)N1CCCCC1
-2	-1	3	2	-2	-4	5	-0.7	-3.3	CCOc1ccc(OCCC(=O)OCC(=O)Nc2ccc(N3CCOCC3)cc2)cc1
3	3	3	-2	5	0	-1	-1.1	-2.5	COc1ccc(C(=O)C2CN(c3ccccc3)CC2c2ccc(Cl)cc2)cc1 (stereo not drawn)
3	6	3	-8	-9	-6	14	0.8	-0.2	CN(C(=O)CN1C(=O)S/C(=C\c2ccc(F)cc2)C1=O)C1CCS(=O)(=O)C1 (stereo not drawn)
4	/	0	1	-11	-3	13	/	/	C/C=C(/C)C(=O)Nc1cccc(C2=NOC3(C2)C[C@@H](C(N)=O)N(C(=O)CCCCC)C3)c1 (stereo partly drawn)
-3	-3	-7	-8	-8	5	60*	-1.9	-1.4	CCc1ccc2c(c1)C(NC(C)=O)C(=O)N2CCN1CCOCC1 (stereo not drawn)
5	-3	4	-1	-1	-26	8	-3.3	2.8	CCOC(=O)C(NC(=O)c1ccc(OC)cc1)(OCC1(CC)COC1)C(F)(F)F (stereo not drawn)
5	/	3	-1	/	-14	/	/	/	Cc1cccc(OCC(=O)OC(C)C(=O)Nc2ccc(S(=O)(=O)N3CCCCC3)cc2)c1 (stereo not drawn)
-6	-2	5	-6	-7	-8	-7	-1.5	-0.5	COc1ccccc1N(CC(=O)NC1CCCC1)C(=O)CCC(=O)Nc1cc(C)on1
2	/	-2	-5	/	6	/	/	/	COc1ccc2oc(C(=O)OCC(=O)N(C)c3c(N)n(Cc4ccccc4)c(=O)[nH]c3=O)c(C)c2c1
0	8	1	-6	14	-4	4	0.3	-1.3	COc1ccc(-c2noc(CCCC(=O)Nc3ccc(C(N)=O)cc3)n2)cc1OC
9	-6	0	0	1	0	12	2.4	2.4	COCC1CCN(Cc2c(C(=O)N3CCN(C4CCCCC4)CC3)nc3ccccn23)C1 (stereo not drawn)
1	-2	-4	-7	0	4	19	2.4	1.1	O=C(C1=C(O)C(=O)N(CC2CCCO2)C1c1ccccc1[N+](=O)[O-])c1ccco1 (stereo not drawn)
6	16	-9	0	-2	-7	1	-1.6	-4.0	O=C(Nc1ccccc1)N1CCCN(Cc2ccccc2F)C1
1	0	-3	-7	7	-7	-8	-4.0	-2.2	COc1ccccc1/C=N/NC(=O)CCSc1ccccc1
-4	/	1	-2	/	13	/	/	/	Cn1nnnc1Sc1ncnc2scc(-c3cccc(C(F)(F)F)c3)c12
5	/	1	-2	/	4	/	/	/	CCOc1ccc(/C=C/C(=O)N(CC)CC(=O)Nc2ccc3c(c2)OCCO3)cc1OC
2	3	-3	-3	-4	-6	18	1.1	-0.1	COc1ccc(C(=O)NCC(=O)OCC(=O)N2CCC(C)CC2)cc1OC
6	0	6	-4	5	-16	4	-2.3	-3.0	Cc1ccc(CNC(=O)COC(=O)c2cncc(Br)c2)cc1
1	/	7	-4	-5	0	6	/	/	COc1ccc(CN2C=C3C(=O)C(C)(OC(=O)C4CCCC4)C(=O)C=C3C=C2c2ccsc2)cc1 (stereo not drawn)
13	/	0	0	/	-18	/	/	/	Cc1ccc(-c2cc(C(=O)NC3CCN(Cc4ccccc4)CC3)c3ccccc3n2)cc1
/	3	-1	-4	5	8	5	-4.5	-2.5	Cc1c(C(=O)O)oc2c(F)cccc12
5	-3	1	0	14	-12	1	-0.7	-2.4	O=C(CCN1C(=O)C2CC=C(Cl)CC2C1=O)NCc1ccccc1 (stereo not drawn)
-2	3	1	-6	-7	-8	24	-2.8	-3.6	S=c1nc(-c2ccc(Cl)cc2)[nH][nH]1
-4	-13	2	-10	/	14	/	-0.6	-0.5	CCCS(=O)(=O)N1CCN(Cc2ccc(OCc3ccccc3)c(OC)c2)CC1
3	3	0	-1	-10	6	21	-1.1	-2.8	CCCc1n[nH]c2c1/C(=N\O)CCC2
2	6	0	-9	-4	-5	14	-0.9	0.2	Cc1ccc2cc(NC(=O)c3ccccc3)ccc2n1
1	2	6	-6	-5	-2	2	-3.9	-0.8	CCc1cccc(C)c1NC(=O)CCOc1ccccc1
2	8	-7	2	-9	19	-30	-2.6	-0.5	Cn1c(=O)n(Cc2ccc(F)cc2)c(=O)c2c1nc1n2CCCN1Cc1ccccc1
5	3	-5	7	-2	-2	-9	-6.6	-8.7	COc1ccc(NC(=O)c2cc(-c3cc(C)ccc3O)n[nH]2)cc1Cl
2	9	-1	-5	-1	-4	0	-2.6	-1.6	COC(=O)C1CCCN1S(=O)(=O)c1ccccc1NC(=O)c1cc(OC)c(OC)c(OC)c1 (stereo not drawn)
1	4	5	0	9	11	0	-3.4	-1.6	COc1cc(C(=S)N2CCOCC2)ccc1O
1	5	-2	-4	10	-9	-6	0.5	-3.0	CC(=O)NC1C(OCc2ccccc2)OC(CO)C(OC(C)=O)C1OC(C)=O (stereo not drawn)
4	3	1	-7	-1	33	9	-3.8	-4.3	Cc1cc([N+](=O)[O-])ccc1NC(=O)C(C)N1CCN(c2ccccn2)CC1 (stereo not drawn)
2	/	1	-4	/	-3	/	/	/	CCc1nc2ccccc2c(C(=O)OCC(=O)N2CC(C)OC(C)C2)c1C (stereo not drawn)
3	/	1	3	/	7	/	/	/	COc1ccc(N(C)S(=O)(=O)c2cccc(C(=O)OC(C)C(=O)NC3CCCCC3C)c2)cc1 (stereo not drawn)
1	4	0	0	4	11	-6	5.0	-0.2	Cc1csc2ncc(C(=O)NCc3ccco3)c(=O)n12
1	0	0	-2	-10	3	15	-4.9	-1.1	COc1ccccc1CCNC(=O)CCn1c(=O)c2cccn2c2ccc(F)cc21
2	/	1	-4	/	-1	/	/	/	O=C(COc1ccccc1F)NCCc1ccc2c(c1)OCCO2
3	/	4	-4	/	-4	/	/	/	Cc1cc(NC(=O)CSCC(=O)N2CCN(c3ccccc3)CC2)no1
8	-3	3	-7	2	7	-16	-0.5	-3.2	Cc1cc(N)ccc1-c1cc2ccccc2oc1=O

Next records
IDE cell activ	NS3 helicase inh	IDE inh	GalR3 antagonist	p-CIP stab down	CRFR2-BP antag	SUMO HTRF inh	VIM-2 inh	IMP-1 inhibitor	canonical_smiles
0	9	-2	-11	-22	9	-6	-0.2	-5.0	Cc1cn(C(=O)C(C)N2C(=O)c3ccccc3C2=O)c(C)n1 (stereo not drawn)
-2	-4	3	-5	-19	-4	7	-1.3	-2.4	O=C(CNC1CCCCC1)Nc1ccc(Cl)cc1
4	11	-11	-3	-14	-8	22	-1.0	-2.7	CN(C)S(=O)(=O)c1ccc2oc(SCC(=O)NCC(F)(F)F)nc2c1
-1	-2	-4	-2	-24	3	11	-2.0	-4.4	CCCC(=O)Nc1ccc(-c2ccc(NC(=O)CCC)cc2)cc1
1	/	2	-5	/	-4	/	/	/	CCOC(=O)C1CCCN(C(=O)CSc2nnnn2C)C1 (stereo not drawn)
4	-7	5	-3	-9	-12	4	-0.8	-2.4	CC(C)c1nc(Cl)c(C#N)c2c1COC(C)(C)C2
0	/	3	1	/	2	/	/	/	Cc1nc(NC(=O)c2cccnc2Cl)sc1C
7	1	-1	1	-11	-3	13	-4.0	-3.9	Cc1c(NS(=O)(=O)c2cccc(C(=O)NCc3ccncc3)c2)c(=O)n(-c2ccccc2)n1C
-6	0	-1	-1	-9	15	19	-0.1	-1.5	CCSc1nc2ccccc2n1CCC(=O)O
6	-33	-3	3	5	5	-3	3.6	-2.2	CN1CCN(C(=S)c2ccc(-c3cc(Cl)ccc3Cl)o2)CC1

Entries of single compounds from above. Order of screens: IDE cell activ | NS3 helicase inh | IDE inh | GalR3 antagonist | p-CIP stab down | CRFR2-BP antag | SUMO HTRF inh | VIM-2 inh | IMP-1 inhibitor
Results for O=C(Nc1ccc(COc2ccccc2)cc1)Oc1ccccc1N1CCOCC1 : 5 | -6 | 3 | 2 | 2 | 2 | 1 | -1.3 | -1.5
Results for COc1cc(C(=S)N2CCOCC2)ccc1O : 1 | 4 | 5 | 0 | 9 | 11 | 0 | -3.4 | -1.6
